# Compound activity: PubChem BioAssay, several laboratories
# LYP inhibition: inhibitors of LYP phosphatase, biochemical, fluorescence intensity, uHTS (AID 1779) | inhibition, % at 11.5 µM; hits with a dose series show IC50 in µM | 290,000 compounds, 0.054% hits | recombinant LYP phosphatase, fluorescence intensity; higher % means a stronger effect;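 also: plate controls were vehicle with enzyme for no effect and no enzyme for full effect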
# Yfh1-off respiration: enhancers of respiration in Yfh1-depleted yeast, dose response, Friedreich's ataxia, plus single-dose screen (AID 1465); fold induction at 50 µM, or EC50 in µM where a hit was titrated; 220,000 compounds, 0.074% hits; S. cerevisiae Yfh1-off respiration, WST-1 reduction, 72 h; higher fold induction means a stronger effect;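 active = fold induction of absorbance versus untreated yeast above a set limit, then at least 30% activation at any dose in follow-up; inconclusive = repeats straddling the limit, or above it without dose testing; inactive = fold induction below the set limit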;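 also: activators that raise dye reduction in frataxin-depleted yeast; strong numbers were not always called active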
# P. falciparum M1AAP: P. falciparum M1AAP inhibitors, biochemical, fluorogenic H-Leu-NHMec substrate, 1536-well (AID 1445); Aminopeptidase N (Plasmodium falciparum (isolate 3D7)); recombinant M1AAP, H-Leu-NHMec fluorogenic kinetic assay; higher % means a stronger effect; inhibition, % at 30 µM; hits with a dose series show IC50 in µM; 220,000 compounds, 0.42% hits;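 active = primary inhibition above the hit cutoff, then over 50% inhibition at one or more dose response concentrations, cut at about 23% in these data, passing the limit was not always enough; inconclusive = conflicting primary data, or primary hits not chosen for dose response; inactive = low primary inhibition, or under 50% at every dose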;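 also: plate controls were DMSO full reaction for no effect and no enzyme background for full effect; strong numbers were not always called active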
# P. falciparum M17LAP: P. falciparum M17LAP inhibitors, primary screen, biochemical, fluorogenic H-Leu-NHMec substrate, 1536-well (AID 1619); 220,000 compounds, 0.38% hits; inhibition, % at 30 µM, or IC50 in µM where a hit was titrated; recombinant M17LAP, H-Leu-NHMec fluorogenic kinetic assay; higher % means a stronger effect;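 active = compound inhibiting the enzyme by more than half at any dose during confirmatory dose-response retesting; inconclusive = strong single-dose inhibitors picked by rank but not retested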;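 also: plate controls were full reaction with DMSO carrier for no effect and no enzyme background for full effect; strong numbers were not always called active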
# human PMI inhibition: inhibitors of human PMI, primary screen, biochemical, fluorescence intensity, coupled assay (AID 1209); Mannose-6-phosphate isomerase (Homo sapiens); purified PMI enzyme, coupled fluorescence intensity; higher % means a stronger effect; inhibition, % at 20 µM, or IC50 in µM where a hit was titrated; 190,000 compounds, 0.42% hits;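 also: plate controls were DMSO vehicle for no effect and wells lacking substrate for full effect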
# XIAP displacement: XIAP antagonists, biochemical, IAP family, fluorescence polarization (AID 1018). E3 ubiquitin-protein ligase XIAP (Homo sapiens). XIAP BIR domain, fluorescence polarization peptide displacement; higher % means a stronger effect. one-dose displacement, % at 20 µM; IC50 in µM for titrated hits. 200,000 compounds, 0.007% hits; in the data active = displacement above about 50%; also: a part of the inactive calls stands beside numbers as strong as those of hits
# PMI inhibition: human PMI inhibitors, high substrate, primary screen, biochemical, fluorescence intensity, high mannose 6-phosphate (AID 1220) | recombinant PMI enzyme, coupled fluorescence intensity; higher % means a stronger effect | inhibition, % at 20 µM, or IC50 in µM where a hit was titrated | 190,000 compounds, 0.66% hits
# WT yeast gro inh: growth inhibition of WT strain, primary screen, mitochondrial fusion inhibitor project, WT and mutant strains, chemical genetic | mitochondrial fusion phenotypic screen | inhibition, % at 10 µM | 190,000 compounds, 2.1% hits; in the data active = inhibition above about 58%; tested in S. cerevisiae
# TNAP activators: human TNAP enzyme activators, primary screen, biochemical, luminescent, no phosphate acceptor, uHTS (AID 1001); Alkaline phosphatase, tissue-nonspecific isozyme (Homo sapiens); purified TNAP, luminescent activation assay, no phosphate acceptor; higher activation fold means a stronger effect; one-dose activation fold at 20 µM; EC50 in µM for titrated hits; 200,000 compounds, 0.03% hits; in the data active = activation fold from about 3, or a potency from the dose series; inactive = the rest, 99 in 100 with activation fold below about 1.6; also: many of its hits are not listed in these tables
# WT yeast gro inh mutant strain: also measured in WT yeast gro inh; calls as there; inhibition, %; mitochondrial fusion phenotypic screen, mutant strain inhibition
# Numbers without * were called inactive; i = inactive; ? = inconclusive; nt = not tested or not shown. Rule as the data show it, unless noted: active = inhibition above about 50%; inactive = the rest.
SMILES,LYP inhibition,Yfh1-off respiration,P. falciparum M1AAP,P. falciparum M17LAP,human PMI inhibition,XIAP displacement,PMI inhibition,WT yeast gro inh,WT yeast gro inh mutant strain,TNAP activators
O=C(Nc1ccc(F)cc1F)Nc1ccc(F)cc1F,-4%,i,-8%,-6%,3%,-2.4%,-4%,-4,-5,1
CC(c1ccon1)N(C)Cc1c(C(=O)N(C)Cc2ccccc2)nc2ccccn12 (stereo not given),3%,i,-3%,12%,-4%,-5.5%,-6%,7,5,1.1
O=C(NCCOc1ccc(Cl)cc1)c1ccc2ccccc2n1,-5%,i,14%,6%,21%,-4.2%,16%,62*,37*,1.1
CNC(=O)NC(=O)COC(=O)CCCSc1nc2ccccc2s1,-7%,i,2%,-3%,0%,-5.3%,-2%,-12,3,1.1
O=C(NCc1ccccc1C(F)(F)F)C1CC(c2ccc(C(F)(F)F)cc2)=NO1 (stereo not given),-1%,i,4%,-1%,nt,nt,nt,nt,nt,nt
CCOc1cc(CNc2ncn[nH]2)ccc1OCC(=O)NC(C)(C)C,2%,i,11%,27%,7%,-1.9%,9%,-11,-8,1.1
CCOCC(=O)Nc1ccc(F)c(F)c1,-9%,i,2%,-9%,7%,-5.4%,-2%,2,-16,1.1
CCCn1nnnc1SCC(=O)NNC(=O)C1CCCCC1,-8%,nt,0%,2%,6%,-0.8%,5%,5,-35,1.1
CC(=O)Nc1ccc(NC(=O)CNC(=O)COc2ccccc2)cc1,-6%,i,-2%,2%,-4%,-2.6%,6%,-20,11,1.1
Cn1c(=O)n(Cc2ccccc2F)c(=O)c2c1nc1n2CCCN1CCc1ccccc1,-5%,i,9%,11%,-19%,-3.5%,-7%,15,12,1.1
CCNS(=O)(=O)c1ccc(NC(=O)c2ccccc2OCC)cc1,6%,i,-2%,-11%,10%,-5.2%,7%,-3,-11,1
COC(=O)c1ccccc1S(=O)c1snnc1C (stereo not given),-1%,i,2%,5%,-11%,-17%,-12%,-9,-7,1.1
CCOC(=O)N1CCN(C(=O)CN(Cc2ccc(Cl)cc2)S(=O)(=O)c2ccc(C)cc2)CC1,-8%,i,8%,-10%,1%,1.5%,4%,15,14,1.1
COc1ccc(NC(=O)C2CCN(C(=O)c3cccs3)CC2)c(OC)c1,-7%,i,-2%,9%,10%,0.1%,5%,-13,16,1.1
COc1cccc(NC(=O)C(Sc2nnc(Nc3ccccc3C)s2)c2ccccc2)c1 (stereo not given),8%,i,8%,5%,28%,-6.0%,18%,21,2,1.5
COc1cc2c(cc1OC)CN(C(=O)c1ccc(S(=O)(=O)N(C)c3ccccc3)cc1)CC2,-5%,i,-1%,-2%,7%,-4.3%,1%,3,-3,1.1
COc1ccc(N(CC(=O)NCc2cccnc2)S(=O)(=O)c2c(C)nn(C)c2C)cc1,-5%,i,6%,5%,10%,-2.5%,2%,16,0,1
O=C1CSC(c2ccc(Cl)cc2)N1c1cccnc1 (stereo not given),-5%,i,-1%,0%,nt,nt,nt,nt,nt,nt
CCOc1ccc(N(CC(=O)OC)S(=O)(=O)c2ccc(OC)c(OC)c2)cc1,1%,i,3%,-14%,2%,-0.5%,2%,1,6,1.1
O=C(NCC1CCNCC1)c1ccncc1,-2%,i,-1%,-6%,-33%,-17%,-36%,-8,-8,1.1
Cc1cc2cc(C(=O)N3CCc4c([nH]c5ccccc45)C3c3ccccn3)ccc2o1 (stereo not given),2%,i,8%,0%,nt,nt,nt,nt,nt,nt
C=CCOc1ccccc1CNCCCN1CCOCC1,-12%,i,2%,5%,3%,-7.5%,-4%,10,15,1.1
COc1cccc(OCC(O)CN2CCOCC2)c1 (stereo not given),-10%,i,22%,21%,-5%,-4.5%,-4%,-3,1,1.1
CSc1ncc(Cl)c(C(=O)C(C#N)c2nc3c(C)cc(C)cc3c(=O)[nH]2)n1 (stereo not given),0%,i,85µM*,53%,-7%,-16%,4%,4,-10,1.1
COc1ccccc1NC(=O)C1=C(C)NC(=O)NC1c1ccc(C)cc1 (stereo not given),2%,i,2%,4%,12%,-2.1%,17%,7,3,1.1
C=CCN1C(=O)/C(=c2\sc3nc(=O)c(Cc4ccccc4)nn3c2=O)c2ccccc21,-4%,i,?,6%,nt,nt,nt,nt,nt,nt
O=C(NNc1cc(N2CCOCC2)nc(N2CCOCC2)n1)c1ccc(Cl)cc1Cl,-8%,i,1%,3%,25%,-5.4%,45%,-5,14,1
O=C(C(=O)N1CCN(c2ccccc2F)CC1)c1c[nH]c2ccccc12,4%,i,-1%,1%,4%,-4.1%,-6%,-1,-7,1
CC(C)N(C(=O)COC(=O)CNS(=O)(=O)c1ccccc1F)c1ccccc1,-8%,i,4%,7%,2%,3.7%,5%,-8,10,1.1
Cc1cc(C)n(C(=O)/C(C#N)=C/N(C)C)n1,6%,nt,1%,29%,-1%,-2.8%,-6%,-13,-6,1
O=C(NC(NC(=S)Nc1c(Cl)cccc1Cl)C(Cl)(Cl)Cl)c1cccc([N+](=O)[O-])c1 (stereo not given),6%,i,6%,6%,14%,-5.8%,9%,14,13,1
CCN(CC)CCn1c(N)c(S(=O)(=O)c2ccccc2)c2nc3ccccc3nc21,-15%,i,2%,-184%,nt,nt,nt,nt,nt,nt
Cc1occc1-c1nnc(SCCNCCO)o1,-9%,i,-6%,-20%,-7%,-2.0%,-2%,0,-20,1
Cc1cc(C(=O)NN)c(Cl)cc1Cl,0%,i,2%,-5%,nt,nt,nt,nt,nt,nt
C/C(=N\NC(=S)NCc1ccccc1)c1cccc(Br)c1,8%,i,3%,1%,-1%,-3.9%,-2%,70*,66*,1.4
Cn1c(SCCN2CCCCC2)nnc1-c1ccccc1Br,2%,i,-3%,9%,8%,-3.6%,-1%,9,7,1.1
Clc1cccc(-c2nc(-c3ccccn3)no2)c1,-3%,i,-2%,2%,-1%,-6.0%,1%,25,33,1.1
Cc1ccccc1SC1CCN(Cc2nc(C3CC3)no2)CC1,1%,i,4%,-12%,12%,-9.0%,12%,5,0,1
Nc1nonc1N/N=C\c1ccccc1,-3%,i,12%,-2%,nt,nt,nt,nt,nt,nt
COc1ccc(NC(C)C(=O)Nc2ccc(C(C)(C)C)cc2)cc1Cl (stereo not given),1%,nt,4%,6%,17%,-0.2%,12%,57,0,1.1
COc1ccc(CCNS(=O)(=O)c2ccc(N3CCCC3=O)cc2)cc1,nt,i,3%,-2%,nt,nt,nt,-11,6,nt
N#Cc1nc(/C=C/c2ccccc2)oc1NCCCN1CCOCC1,-74%,i,39µM*,i,nt,nt,nt,nt,nt,nt
CCN(CC)S(=O)(=O)c1cc(NC(=O)COc2ccc(C#N)cc2OC)ccc1C,-3%,i,5%,-5%,7%,-1.1%,8%,11,-6,1.3
CCOC(=O)/C=C1\SCC(=O)N1CC(=O)NCc1cccc(Cl)c1,-8%,i,1%,-4%,4%,-7.7%,0%,-5,-1,1.2
CCN(CC)c1nc(OCCNC(=O)Nc2ccccc2)nc(N(CC)CC)n1,4%,i,-3%,-8%,0%,-7.3%,-19%,56,10,1.2
O=C(CSc1nnc(COc2ccc(F)cc2)o1)N1c2ccccc2CCc2ccccc21,5%,i,5%,0%,-6%,-2.9%,-4%,27,17,1
CN1C(=O)/C(=C/C=C2\SCCN2C)OC1=S,17%,i,1%,-15%,18%,-0.7%,28%,11,-3,0.9
COCCn1cc(C(=O)N2CCC(C)CC2)c2c3ccccc3n(C)c2c1=O,-1%,i,-2%,-8%,1%,-1.2%,-13%,-4,-6,1.1
CC(=O)c1ccc(N2CCN(C(=O)c3cc(C)on3)CC2)cc1,3%,i,4%,1%,-10%,-4.0%,-6%,3,5,1.1
CCOC(=O)c1c(C)c(C(=O)OCC)n(C)c1C,-4%,i,-1%,5%,nt,nt,nt,nt,nt,nt
Cc1ccc(Cn2c(=O)cc(C(=O)O)c3ccccc32)cc1,-3%,i,9%,-53%,-3%,-5.9%,-4%,1,17,1.2
Cc1ccc(C)c(NC(=S)N/N=C/C(C)c2ccccc2)c1 (stereo not given),4%,i,-1%,7%,-5%,-9.6%,-5%,23,26,1.5
O=C(Nc1nccs1)c1cccc(N2C(=O)C3C4C=CC(C4)C3C2=O)c1 (stereo not given),-4%,i,6%,6%,2%,-7.1%,2%,-8,4,1.1
Clc1ccccc1Cn1nnc(-c2ccccc2)n1,0%,i,1%,-3%,2%,1.4%,3%,0,4,1
O=C(CNc1ccc2ccccc2c1)N/N=C/C=C/c1cccc([N+](=O)[O-])c1,-3%,i,5%,6%,27%,-6.3%,21%,3,-1,1
CSc1nc(N)n2nc(-c3ccc(Cl)cc3)cc2n1,-3%,i,-5%,-3%,nt,nt,nt,nt,nt,nt
O=C(/C=C/c1cn(-c2ccccc2)nc1-c1ccc2c(c1)OCCO2)NCCO,4%,i,2%,-1%,20%,-4.8%,12%,-18,-2,1.1
CCCCNC1=NCCS1,0%,i,1%,8%,4%,-3.1%,-3%,5,-7,1.1
Fc1ccccc1-c1nc(NCc2ccco2)c2ccccc2n1,8%,i,7%,4%,1%,-10%,-4%,2,-14,1.1
CC(c1ccccc1)n1c(SCC(=O)N2CC(=O)Nc3ccccc32)nc2ccccc2c1=O (stereo not given),2%,i,3%,-13%,23%,-3.1%,12%,-2,1,1.1

# A second format for two compounds above:
mol | LYP inhibition | Yfh1-off respiration | P. falciparum M1AAP | P. falciparum M17LAP | human PMI inhibition | XIAP displacement | PMI inhibition | WT yeast gro inh | WT yeast gro inh mutant strain | TNAP activators
COc1ccc(CCNS(=O)(=O)c2ccc(N3CCCC3=O)cc2)cc1 | nt | i | 3% | -2% | nt | nt | nt | -11 | 6 | nt
N#Cc1nc(/C=C/c2ccccc2)oc1NCCCN1CCOCC1 | -74% | i | 39µM* | i | nt | nt | nt | nt | nt | nt

# Further entries.
SMILES,LYP inhibition,Yfh1-off respiration,P. falciparum M1AAP,P. falciparum M17LAP,human PMI inhibition,XIAP displacement,PMI inhibition,WT yeast gro inh,WT yeast gro inh mutant strain,TNAP activators
O=C(c1ccc(S(=O)(=O)NCc2ccco2)cc1)N1CCN(Cc2ccc3c(c2)OCO3)CC1,-5%,i,-1%,-11%,-3%,-0.7%,-8%,-7,-3,1.1
Nc1nc(NCc2ccc(Cl)cc2)nc(NCCO)c1[N+](=O)[O-],-3%,i,11%,6%,nt,nt,nt,nt,nt,nt
Cc1cc(N(C)C)cc(C)[n+]1[O-],6%,i,5%,-3%,-14%,-4.0%,-14%,-2,-8,0.9
COc1ccc(NC(=O)Nc2cc(F)ccc2C)cc1,-7%,i,10%,15%,13%,-6.9%,11%,-13,-8,1.1
O=C(CCCN1C(=O)c2cccnc2C1=O)N1CC(=O)N(CCc2ccccc2)C(=O)C1,-9%,i,0%,-3%,0%,-3.4%,4%,47,6,1.1
CCOC(=O)N1CCN(C(=O)CCNS(=O)(=O)c2cc(Br)cnc2N)CC1,-4%,i,4%,0%,-1%,-4.1%,2%,3,14,1.1
COc1ccc(OCC2CCCN(Cc3nc(CC4CC4)no3)C2)cc1 (stereo not given),-5%,i,4%,3%,9%,0.4%,6%,0,-5,1
